PfHsp40 yeast = restores yeast growth despite PfHsp40 toxicity | hit rate 0.68% among 340,000 | S. cerevisiae expressing PfHsp40, growth rescue, ATP luminescence | growth rescue, % at 12.5 µM; in the data active = growth rescue above about 28%, passing the limit was not always enough; inconclusive = no clear call, values can overlap the other calls;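 note: yeast W303a lacking pdr1 and pdr3 grown in galactose medium; growth measured after three days at 30 °C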
BoNT F protease = blocks Botulinum neurotoxin F light chain protease. Multiplex microsphere protease cleavage assay, flow cytometry. inhibition, % at 10 µM. AID 588497. hit rate 0.22% among 360,000; in the data active = inhibition above about 35%, passing the limit was not always enough; inconclusive = no clear call, values can overlap the other calls; note: plate controls were buffer without enzyme for full effect and enzyme alone for no effect
CCHFV vOTU inh = blocks the CCHF virus ovarian tumor domain protease; hit rate 0.55% among 370,000; CCHFV vOTU protease, Pep-AMC fluorescence; inhibition, % at 11.5 µM; in the data active = inhibition above about 30%; note: 0% = vehicle wells with enzyme and 100% = no enzyme wells
Y pestis TopoI = Y. pestis Topo-I inhibition via cleavage products | Y. pestis Topo-I cleavage product accumulation, plate reader | activity, % at 10 µM | hit rate 0.064% among 360,000 | AID 504884; in the data active = activity above about 50%, passing the limit was not always enough; inconclusive = no clear call, values can overlap the other calls; note: inactives centre near 2
Anthrax LF prot = blocks Bacillus anthracis lethal factor protease. hit rate 0.12% among 360,000. multiplex microsphere protease cleavage assay, LF. P15917. inhibition, % at 10 µM; note: plate controls were buffer without enzyme for full effect and enzyme alone for no effect
Target sequence (P15917 whole entry, looked up): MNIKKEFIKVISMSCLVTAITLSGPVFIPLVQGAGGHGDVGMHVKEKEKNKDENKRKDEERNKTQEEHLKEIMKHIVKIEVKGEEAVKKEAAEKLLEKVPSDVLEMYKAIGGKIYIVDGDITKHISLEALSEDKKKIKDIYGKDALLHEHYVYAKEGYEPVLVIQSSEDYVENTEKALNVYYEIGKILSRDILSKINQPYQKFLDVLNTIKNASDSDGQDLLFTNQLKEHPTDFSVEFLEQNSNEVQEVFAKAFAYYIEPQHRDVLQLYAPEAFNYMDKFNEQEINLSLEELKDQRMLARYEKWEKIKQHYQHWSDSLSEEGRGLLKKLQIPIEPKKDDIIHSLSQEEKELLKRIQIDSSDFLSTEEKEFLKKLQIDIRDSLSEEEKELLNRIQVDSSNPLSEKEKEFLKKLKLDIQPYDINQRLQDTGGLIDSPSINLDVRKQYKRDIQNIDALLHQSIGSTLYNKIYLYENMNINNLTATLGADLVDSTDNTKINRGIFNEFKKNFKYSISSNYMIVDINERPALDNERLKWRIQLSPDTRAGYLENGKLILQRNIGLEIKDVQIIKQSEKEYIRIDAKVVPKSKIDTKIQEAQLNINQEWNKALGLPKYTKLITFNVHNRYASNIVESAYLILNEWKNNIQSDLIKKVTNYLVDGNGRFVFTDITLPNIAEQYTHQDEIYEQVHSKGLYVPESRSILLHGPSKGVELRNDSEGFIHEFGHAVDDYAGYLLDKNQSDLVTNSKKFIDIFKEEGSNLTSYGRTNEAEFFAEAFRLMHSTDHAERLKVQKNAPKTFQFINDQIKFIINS
BoNT A protease = blocks Botulinum neurotoxin A light chain protease | hit rate 0.17% among 360,000 | inhibition, % at 10 µM | multiplex microsphere protease substrate cleavage, flow cytometry | AID 588499; note: plate controls were buffer without enzyme for full effect and enzyme alone for no effect
PrPC TRFRET = cell surface PrPC inhibition, primary TR-FRET screen; P04156; TR-FRET read-out; inhibition, % at 13.8 µM; hit rate 0.43% among 370,000; in the data active = inhibition above about 24%; note: 0% = median of the test wells and 100% = reference compound wells
FadD28 FP inh = blocks FadD28 binding to the bisubstrate probe. fluorescence polarization. inhibition, % at 12.5 µM. hit rate 0.22% among 360,000; in the data active = inhibition above about 8.5%, passing the limit was not always enough; inconclusive = no clear call, values can overlap the other calls
TcdB inh = TcdB glycohydrolase inhibition. P18177. TcdB glycohydrolase enzymatic assay, plate reader. inhibition, % at 9.99 µM. hit rate 0.24% among 350,000; in the data active = inhibition above about 10%
* marks the source's active call; other numbers are inactive results; ? = inconclusive; . = not tested or not shown; & = joins results of further samples. Cut-off read from the data, not from the text of the source, unless noted: active = inhibition above about 30%; inconclusive = no clear call, values can overlap the other calls; inactive = below that.

SMILES	PfHsp40 yeast	BoNT F protease	CCHFV vOTU inh	Y pestis TopoI	Anthrax LF prot	BoNT A protease	PrPC TRFRET	FadD28 FP inh	TcdB inh
CCOc1ccc2oc(C(=O)NNC(=O)c3csc(N4CCOCC4)n3)c(C)c2c1	1.1	-1	4	18	-3	2.2	-6	-3.8	1.6
O=C(c1ccco1)N(Cc1ccc(Cl)cc1)C1CCS(=O)(=O)C1 (stereo not given)	3.5	6	-2	2	-1	2.5	5	-2.4	-0.7
COc1ccc(NC(=O)C2=CC=CN3CCS(=O)(=O)N=C23)c(OC)c1	2.9	-10	15	9	-7	0.3	-10	0.7	2.0
N#CCC(=O)N1CCCCCC1	-1.0	-1	-1	3	-3	-0.2	-1	-0.9	0.1
CCOc1ccc(S(=O)(=O)N2CCCC(C(=O)N3CCC(C(N)=O)CC3)C2)cc1Cl (stereo not given)	-0.5	3	26	10	1	-0.8	3	-2.1	0.6
CC(C)(C)c1ccc(Cn2nnc3c(=O)[nH]c(C4CCN(C(=O)c5ccco5)CC4)nc32)cc1	1.0	-2	15	28	-2	-1.3	3	.	0.5
CCOC(=O)N1CN(C(=O)OCC)CN(C(=O)OCC)C1	-0.9	12	2	0	5	2.2	4	-0.8	2.1
COc1ccc2[nH]c(=O)c(CN(Cc3nnnn3Cc3ccc(F)cc3)CC3CCCO3)cc2c1 (stereo not given)	0.3	-2	1	19	0	0.4	2	-3.1	.
CCC(=O)N1CCN(c2c(Cl)cccc2[N+](=O)[O-])CC1	-0.5	-5	17	-9	1	0.5	-10	0.4	.
CC1Cc2ccccc2N1C(=O)Cn1cc([N+](=O)[O-])cn1 (stereo not given)	-0.8	9	5	2	-3	1.6	-4	0.5	.
O=C(Oc1ccc(-c2cnc3ccccc3n2)cc1)c1cccc([N+](=O)[O-])c1	0.5	-3	3	-10	-3	-0.1	-9	-2.5	.
COC(=O)c1cc(O)c(OCc2ccccc2)c(O)c1	-0.4	-5	7	1	1	0.0	-8	-6.4	.
COc1ccc(CC(=O)Nc2nc(OCCN3CCCC3=O)cnc2-c2cccc(C(F)(F)F)c2)cc1	.	0	13	28	-2	0.1	1	-2.8	0.6
O=C(NS(=O)(=O)Oc1cccc(F)c1)OC[C@@H]1CCCN2CCCCC12 (stereo not given in full)	-1.5	-18	14	7	-11	-1.2	2	0.8	0.9
CC(=O)Oc1ccccc1C(=O)Oc1ccccc1C(=O)O	-2.1	1	6	1	-1	-0.1	-5	0.4	0.8
O=C(NCc1ccc2c(c1)OCO2)C1CCCN1C(=O)Nc1cccc(Cl)c1 (stereo not given)	0.5	2	28	6	-6	0.7	-3	-1.5	.
Cc1nnc2c(Oc3ccccc3)nc3ccccc3n12	-0.9	-9	9	6	-1	-0.6	6	-0.7	.
CC(=O)c1c(NCCc2ccccc2)nc(=S)n(-c2ccccc2)c1C	1.0	-3	6	10	-1	0.3	4	-1.3	0.5
O=C(c1cccc(Cl)c1)N1CCN(c2ncnc3c2cnn3-c2ccccc2)CC1	-0.2	-1	1	5	-10	-0.4	3	0.5	-0.1
CS(=O)(=O)c1ccc(Cl)c(NC(=O)C2CCN(S(=O)(=O)c3cccs3)CC2)c1	-0.2	.	-4	7	.	.	-3	-2.0	0.4
COc1cccc(N2CCN(C(=O)c3ccc(CS(=O)c4ccccc4Cl)o3)CC2)c1 (stereo not given)	-0.3	0	11	28	-3	0.6	6	-2.8	-0.1
Cc1c2cn[nH]c(=O)c2c(C)n1Cc1ccc(F)cc1	-0.2	-3	-2	4	-16	-0.4	6	0.6	0.4
Nc1ccc(NC(=O)c2ccco2)c(Cl)c1	-0.3	-2	-12	-3	0	-0.4	-4	-2.1	2.7
COc1ccc(C(C(=O)NC2CCCCC2)N2CCC3(CC2)OCCO3)cc1 (stereo not given)	0.3	0	4	3	2	0.2	1	-2.9	.
Cc1ccc(NC(=O)CSc2nccn2C)cc1F	1.3	16	4	6	0	1.0	-4	-1.8	0.5

A draw from above in order of length of the SMILES, descending:
SMILES	PfHsp40 yeast	BoNT F protease	CCHFV vOTU inh	Y pestis TopoI	Anthrax LF prot	BoNT A protease	PrPC TRFRET	FadD28 FP inh	TcdB inh
CS(=O)(=O)c1ccc(Cl)c(NC(=O)C2CCN(S(=O)(=O)c3cccs3)CC2)c1	-0.2	.	-4	7	.	.	-3	-2.0	0.4
O=C(c1cccc(Cl)c1)N1CCN(c2ncnc3c2cnn3-c2ccccc2)CC1	-0.2	-1	1	5	-10	-0.4	3	0.5	-0.1
CCOC(=O)N1CN(C(=O)OCC)CN(C(=O)OCC)C1	-0.9	12	2	0	5	2.2	4	-0.8	2.1
COC(=O)c1cc(O)c(OCc2ccccc2)c(O)c1	-0.4	-5	7	1	1	0.0	-8	-6.4	.

Back to the main list, starting 2 compounds before the break.
SMILES	PfHsp40 yeast	BoNT F protease	CCHFV vOTU inh	Y pestis TopoI	Anthrax LF prot	BoNT A protease	PrPC TRFRET	FadD28 FP inh	TcdB inh
COc1ccc(C(C(=O)NC2CCCCC2)N2CCC3(CC2)OCCO3)cc1 (stereo not given)	0.3	0	4	3	2	0.2	1	-2.9	.
Cc1ccc(NC(=O)CSc2nccn2C)cc1F	1.3	16	4	6	0	1.0	-4	-1.8	0.5
O=C(c1cccc(-c2ccco2)c1)N1CCCC(N2CCN(c3ccc(F)cc3)CC2)C1 (stereo not given)	2.4	-9	-2	39	1	-0.2	-5	-2.0	-0.1
O=[N+]([O-])/C=C/c1cn(Cc2ccccc2)c2ccccc12	-1.3	14	-2	-12	24	19	1	0.0	.
CC1CCCC(NC(=O)CN2C(=O)NC(C)(c3ccccc3)C2=O)C1C (stereo not given)	1.1	1	1	10	?	1.1	6	-1.2	3.0
CC(=O)c1ccc2ccccc2c1OC(=O)c1ccncc1	.	-3	-2	-3	-5	-0.1	0	-0.8	-0.2
O=C(CSCc1ccc(Cl)cc1)NCCSCc1ccco1	2.4	-4	0	21	-2	-0.3	5	-2.5	1.1
CCOC(=O)N1CCC(NC(=O)CSCc2nc(-c3cccc(OC)c3)oc2C)CC1	0.6	-7	-4	10	-3	-3.4	6	-1.9	.
C=C(C)COc1ccc2c(CC)cc(=O)oc2c1C	0.0	1	-1	10	0	0.2	8	-0.8	.
CC(C)(C)C(=O)N1CCc2cc(-c3csc(N)n3)ccc21	0.1	-2	5	-5	4	0.0	2	2.3	.
Cc1nc2ccccc2c(=O)n1/N=C/c1ccc(C(C)C)cc1	-0.3	-2	3	37	-7	-1.4	-6	-1.1	0.9
N/C(Cc1ccc(Cl)cc1)=N\OC(=O)C1CCCCC1	0.6	10	-6	-3	0	0.5	-2	0.7	1.2
Cc1ccccc1Nc1ncnc2c1cnn2-c1ccccc1	0.2	-2	18	6	-1	-0.3	-4	-4.8	-0.7
CCOc1ccc(N2C(=O)CNC2=S)cc1	-2.1	-8	-11	-1	-7	-1.7	1	-0.1	1.4
CCn1c(CCn2ccnc2C)n[nH]c1=S	-1.7	6	-11	3	-9	?	1	-4.1	.
COc1cccc(CN2CCN(Cc3cccc4c3OCO4)CC2CCO)c1 (stereo not given)	-0.3	3	2	7	-7	0.2	-1	-3.0	1.0
O=C(NCc1ccc(Cl)nc1)c1csc(COCCO)n1	.	2	-10	1	-4	-0.7	3	0.6	2.4
O=[N+]([O-])c1ccccc1N=NNc1ccccc1	0.5	-7	6	4	-2	-0.2	-6	-0.6	0.3
C[C@@H]1CN([C@H](C)CO)C(=O)c2cccc(NC(=O)c3ccncc3)c2O[C@@H]1CN(C)Cc1ccc(C(=O)O)cc1	-0.9	9	0	-1	-2	-0.7	-1	0.9	0.4&0.2
CC1(C)CCC(=O)N2CC[C@H]3c4cc5ccccc5nc4C[C@@H]1[C@H]32	2.3	-3	-19	-12	-1	0.2	-1	-2.4	1.9
COc1ccccc1NC(=O)Nc1ccnn1C1CCN(C(=O)c2cscn2)CC1	0.4	-3	8	-1	-1	-1.3	-1	0.3	0.3
CC(=O)O[C@]1(C(C)=O)CC[C@H]2[C@@H]3C[C@H](C)C4=CC(=O)CC[C@]4(C)[C@H]3CC[C@@]21C	0.1&1.6	-5&2	3&7	15&15	-12&-4	-0.4&-0.7	12&-5	-3.7&-5.7	-3.4&0.5
COc1ccc(CNC(=O)CC2C[C@H](C(=O)N3CCOCC3)[C@@]3(CCC4CCCC4)c4[nH]c5ccccc5c4CCN3C2=O)cc1OC (stereo not given in full)	-0.9	-3	-10	12	-1	-0.1	5	-0.8	2.0
CC1(C)CC(NC(=O)Cc2ccccc2[N+](=O)[O-])CC(C)(C)N1	-1.1	-3	3	5	0	0.1	-7	-1.2	.
O=C(CNC(=O)Cc1ccc(Cl)cc1)NCc1ccco1	-0.2	-2	1	7	-5	-0.9	5	-3.4	0.5
COc1ccc(C(=O)NCCc2c[nH]c3ccccc23)cc1	1.4	6	-6	5	10	0.2	-2	-1.4	0.7
Cc1nc2nc(C)c(NS(=O)(=O)c3ccc4c(c3)CCCC4)c(=O)n2[nH]1	-1.6	-22	-22	-1	-1	-5.6	6	-0.9	-0.8

Other records follow.
SMILES	PfHsp40 yeast	BoNT F protease	CCHFV vOTU inh	Y pestis TopoI	Anthrax LF prot	BoNT A protease	PrPC TRFRET	FadD28 FP inh	TcdB inh
Cc1cc(NS(=O)(=O)c2ccc(NC(=O)/C=C/c3ccccc3Cl)cc2)no1	0.4	-5	18	7	-1	-1.1	-9	-28	1.0
NS(=O)(=O)c1ccc(CCNC(=O)COC(=O)CCc2c[nH]c3ccccc23)cc1	2.3	-13	4	7	-2	-0.7	2	-1.1	2.0
O=S(=O)(NCc1c(Cl)cccc1Oc1ccccc1)c1ccc(F)cc1	3.5	1	-2	20	3	0.1	0	-2.0	0.2
Cc1ccc(NNC(=O)Nc2ccc(Cl)cc2)nn1	-0.2	-8	1	0	?	-3.6	-7	2.4	-1.6
Cc1ccc(-c2cc(C(=O)N/N=C/c3ccco3)n[nH]2)s1	-1.8	-6	-11	2	-1	-0.8	-1	-3.9	.
Cc1sc2ncn(CCC(=O)O)c(=O)c2c1C	2.5	0	0	1	2	-0.7	2	-2.3	.
CCN(CC)C(=O)Cn1cc(C(=O)C(=O)N2CCN(c3ccccc3)CC2)c2ccccc21	0.5	4	26	23	0	-0.9	-6	-0.6	1.4
CC(C)=CCN1CCN(Cc2cccc3nccnc23)CC1CCO (stereo not given)	-1.1	0	4	-10	0	0.0	-9	1.0	1.0
CCOc1ccc(C2C(C#N)=C(N)Oc3nc[nH]c(=O)c32)cc1 (stereo not given)	-2.3	2	12	6	-2	-0.6	6	-1.7	-0.2
O=C1[C@@H](c2ccccc2)CC[C@@H]2C=CC[C@H]3CCN1[C@@H]32	.	3	-5	.	2	-0.9	8	.	0.9
CCc1ccccc1NC(=O)NC1CCCCC1	0.5	10	2	5	0	0.1	6	1.4	.
COC(=O)c1c(NC(=O)/C=C/c2ccco2)sc2c1CCC2	0.2	2	0	3	0	0.8	0	-0.5	0.4
CC(C)c1ccc(C(=O)N2CCN(c3cnn(C)c(=O)c3Cl)CC2)cc1	-1.6	-4	4	11	2	0.1	-1	-1.3	0.6
Cc1ccc2nc(NC(=O)c3ccc4ncsc4c3)sc2c1	0.8	-11	-25	6	-9	-0.4	-4	-2.8	-2.3
CC(C)C(NC(=O)c1ccc(Cl)cc1)C(=O)NC1=NCCS1 (stereo not given)	0.3	-16	-6	4	21	-1.8	2	-1.7	.
COc1ccc(C(CC(=O)c2ccc(O)cc2)S(=O)(=O)c2ccc(C)cc2)cc1 (stereo not given)	2.8	-7	15	0	-1	-0.6	6	-3.9	1.2
CCc1ccc(/C=C/C(=O)C2C(=O)c3ccccc3C2=O)cc1	-0.1	-17	16	0	-6	-10	1	13*	.
COc1ccc(-n2c(=S)[nH]c3cc(C(=O)N4CCN(c5ccccc5)CC4)ccc3c2=O)c(OC)c1	-0.1	-1	11	26	0	0.2	-1	1.1	0.3
Cc1cccc(Oc2nc3ccccn3c(=O)c2/C=C(\C#N)C(=O)NC2CCS(=O)(=O)C2)c1 (stereo not given)	-0.4	4	-164	6	0	-0.1	-7	-2.3	.
N#Cc1c(N2CCOCC2)nc(-c2ccco2)c2c1CCCC2	0.2	-3	-2	12	-3	2.6	3	-1.4	.
COC(=O)c1c(C)nsc1NC(=O)Oc1ccccc1	1.8	-2	-14	13	2	-0.2	0	-0.4	0.7
COc1ccc2cc3c(N)nn(C(=O)c4ccc(Cl)c([N+](=O)[O-])c4)c3nc2c1	-0.1	-6	-24	-3	-4	-0.3	-2	-1.6	-0.5

Screening results from PubChem.
